Source: PubChem BioAssay (The Scripps Research Institute Molecular Screening Center)
V1R ag counter = V1a receptor agonism, counter-screen for OXTR agonists | CHO-V1R cells, Fluo-8 calcium fluorescence, agonist mode; 0% DMSO, 100% 3 nM vasopressin | activation, % at 3 µM | 320,000 compounds, 0.25% hits | AID 2797;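 active = activation above the mean activation of all tested compounds plus 3 SD, per screening run, cut at about 20% in these data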;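 also: signal is peak over basal fluorescence ratio across a 100 second FLIPR read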
GalR3 antagonist = blocks the human galanin receptor 3. O60755. HEK293 GalR3-CNG cAMP membrane potential fluorescence; galR3 body fused to GalR1 C-terminus. inhibition, % at 3 µM. 360,000 compounds, 0.44% hits. AID 651719;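 active = inhibition above the screen-wide average plus 3 SD, cut at about 13% in these data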;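 also: forskolin and galanin both at EC90 stimulate the cells; cAMP rise reported by CNG channel membrane potential dye signal; 0% = forskolin plus galanin with DMSO and 100% = forskolin alone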
Target sequence (O60755 1-299 limits assumed): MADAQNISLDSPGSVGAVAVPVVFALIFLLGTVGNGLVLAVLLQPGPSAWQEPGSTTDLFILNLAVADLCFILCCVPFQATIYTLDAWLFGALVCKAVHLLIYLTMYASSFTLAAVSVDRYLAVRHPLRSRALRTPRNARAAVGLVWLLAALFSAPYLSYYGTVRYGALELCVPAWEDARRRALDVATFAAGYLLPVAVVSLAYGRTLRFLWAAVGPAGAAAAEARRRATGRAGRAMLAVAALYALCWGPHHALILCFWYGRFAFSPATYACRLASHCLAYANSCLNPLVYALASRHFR
OXTR ag = agonists of human oxytocin receptor; P30559; CHO-OTR cells, Fluo-8 calcium fluorescence; normalized: DMSO 0%, oxytocin 100%; activation, % at 3 µM; 320,000 compounds, 0.32% hits; AID 2435;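 active = activation above the mean of all tested compounds plus 3 SD, cutoff set per screening run, cut at about 20% in these data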;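 also: peak over basal fluorescence ratio from a 100 s FLIPR kinetic read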
Target sequence (P30559 whole entry, looked up): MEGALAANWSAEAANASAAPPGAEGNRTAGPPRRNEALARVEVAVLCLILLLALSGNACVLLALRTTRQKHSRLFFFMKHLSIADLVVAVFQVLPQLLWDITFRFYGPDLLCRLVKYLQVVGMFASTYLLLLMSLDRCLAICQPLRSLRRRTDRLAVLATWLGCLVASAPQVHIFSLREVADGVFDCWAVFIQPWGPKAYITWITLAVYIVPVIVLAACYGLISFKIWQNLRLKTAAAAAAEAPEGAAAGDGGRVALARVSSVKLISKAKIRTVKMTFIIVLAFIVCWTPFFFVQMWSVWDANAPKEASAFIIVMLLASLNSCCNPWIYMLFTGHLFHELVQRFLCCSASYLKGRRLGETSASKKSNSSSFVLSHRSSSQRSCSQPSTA
* marks the source's active call; other numbers are inactive results. The list is partial. The share of hits here may be higher or lower than overall.

SMILES	V1R ag counter	GalR3 antagonist	OXTR ag
COc1ccccc1/C=C/C(=O)N1CCN(S(=O)(=O)c2cc(C)ccc2C)CC1	-0.3	-3	0.4
CC(=O)NC(c1cc(F)c2cccnc2c1O)C1CC1 (centres undefined)	0.4	-4	-0.4
CC1CCCN(C(=O)COC(=O)c2cc(-c3cccs3)nn2-c2ccccc2)C1 (centres undefined)	-0.8	-4	-2.6
Cc1cc(C)cc(OCC(=O)OCC(=O)NC2CCCCCCC2)c1	-1.9	-2	-2.5
CC(C)c1ccccc1NC(=S)NC(=O)C1CCCCC1	0.8	-5	-1.2
O=C(COC(=O)CN1C(=O)COc2ccccc21)NCc1ccc(F)cc1	-1.5	-5	-0.4
CN(C)CCNC(=O)C(=O)NCC1CCCN1S(=O)(=O)c1cccs1 (centres undefined)	-0.6	-3	0.3
CC(C)=CCC/C(C)=C/CNC(=O)CC1C[C@H](C(=O)N(C(C)C)C(C)C)[C@@]2(C)c3[nH]c4ccccc4c3CCN2C1=O (some centres undefined)	0.4	0	0.5
Cc1ccc(S(=O)(=O)N2[C@@H](c3ccc(Cl)cc3)C(C(=O)O)=CC[C@H]2c2ccc(C(C)C)cc2)cc1	0.6	-5	-0.1
CC(=O)c1ccccc1NC(=O)COC(=O)CN1C(=O)C2CCCCC2C1=O (centres undefined)	0.6	-7	0.8
CCCC(C)CO (centres undefined)	0.1	-2	0.7
O=C(C[C@@H]1C/C=C\C[C@H](Cc2ccc(F)cc2)C(=O)OC[C@H]2CCCN2C1=O)NCCO	0.6	-5	1.3
CN(C(=O)COC(=O)Cc1c[nH]c2ccccc12)c1c(N)n(Cc2ccccc2)c(=O)[nH]c1=O	0.3	-8	-0.5
CN(C)S(=O)(=O)c1ccc(Cl)c(NC(=O)CNC2(C)CCS(=O)(=O)C2)c1 (centres undefined)	0.6	-4	0.2
O=C(O)c1cc(S(=O)(=O)NCCOc2ccccc2)ccc1Cl	-0.8	-3	0.5
O=[N+]([O-])c1cc(-c2csc(NC(CO)c3nc4ccccc4n3CCOCCO)n2)ccc1Cl (centres undefined)	0.7	6	1.1
C#Cc1ccc([C@H]2C=C(C(=O)OCC=C)O[C@@H](OCCCCO)C2)cc1	0.6	-2	0.3
CCOC(=O)C1CCN(C(=O)COc2ccc3c(C)cc(=O)oc3c2)CC1	0.6	-1	-0.5
CC(=O)c1ccc(S(=O)(=O)N(C)CC(=O)NCc2ccco2)cc1	-0.3	-2	0.0
Nc1nc(SCC(=O)Nc2ccc(Cl)c([N+](=O)[O-])c2)n[nH]1	1.2	-2	-0.6
CN(C)C(CNC(=O)c1ccc2nccnc2c1)c1ccco1 (centres undefined)	0.7	-4	-0.2
Cc1ccc(S(=O)(=O)N(C)c2ccc(OC(C)C(=O)N3CCCC3)cc2)cc1C (centres undefined)	4.2	-3	-0.1
CCOC(=O)C1CCCN(C(=S)Nc2ccc(S(=O)(=O)N3CCOCC3)cc2)C1 (centres undefined)	3.7	-7	4.3
O=C(COC(=O)COc1ccc(Cl)cc1)NC1CCS(=O)(=O)C1 (centres undefined)	-0.5	-8	1.2
Cn1nnnc1SCC(=O)Nc1ccc(C(=O)N2CCN(Cc3ccccc3F)CC2)cc1	0.9	-6	3.0
COc1ccc(CCNC(=O)c2ccccc2OCc2c(C)noc2C)cc1	6.0	-7	-0.8
CC(C)(Cc1ccccc1)/[N+]([O-])=C\c1ccccc1	0.6	-1	0.1
CC1CN(C(=O)COc2coc(CN3CCc4ccccc4C3)cc2=O)CC(C)O1 (centres undefined)	0.0	-3	0.4
C[C@@]12C(=O)Nc3ccc(F)cc3C(=O)N1[C@H]1c3cc(Cl)ccc3OC[C@@H]1[C@@H]2c1ccccc1	3.4	-3	-1.1
Cc1cc(C)c(NC(=O)CN(C)CC(=O)N(C)CC(=O)Nc2c(Cl)cccc2Cl)c(C)c1	1.4	-4	-1.9
CC(OC(=O)c1cc(O)c2ccccc2c1O)C(=O)Nc1ccc(C(N)=O)cc1 (centres undefined)	1.5	-2	0.7
CC(NC(=O)COC(=O)c1cccc(S(=O)(=O)N2CCCC2)c1)c1ccccc1 (centres undefined)	2.0	-5	0.8
CCN(C[C@H]1N[C@@](Cc2ccccc2)(C(=O)OC)[C@H]2C(=O)N(C)C(=O)[C@@H]12)S(=O)(=O)c1ccc(-c2ccccc2)cc1	2.4	-6	4.3
Cc1ccc(C)c(NC(=O)COC(=O)c2cccc(S(=O)(=O)N3CCCCC3)c2)c1	-1.2	0	-1.5
Cc1ccc(Cc2nnc(SCC(=O)Nc3ccccc3C)[nH]c2=O)cc1	-0.1	-4	-1.2
CC(=O)c1ccc(NCC(=O)N2CCN(S(=O)(=O)c3ccccc3)CC2)cc1	1.2	-2	2.8
O=C(Cn1[nH]c(=O)c2ccccc2c1=O)OCC(=O)c1ccccc1	4.6	-5	5.2
O=C(COC(=O)c1cc([N+](=O)[O-])ccc1N1CCOCC1)Nc1cc(F)ccc1F	-0.7	1	-2.2
O=C(NCCN1C(=O)S/C(=C\c2ccccc2F)C1=O)C1=COCCO1	9.0	-3	6.2
Cc1ccc(Nc2nnc(C)c3ccccc23)c(C)c1	-0.5	-3	-2.8
CC(=O)Nc1ccc(NC(=O)CSC2=NS(=O)(=O)c3cc(F)ccc3N2)cc1	-1.1	-2	0.2
O=C1[C@H]2[C@H](C=CC[C@H]2C(=O)N2CCOCC2)CCN1Cc1ccc(Cl)c(Cl)c1	0.5	-4	-0.2
COc1ccc(C(=O)NCC(c2cccs2)N2CCc3ccccc32)c(OC)c1 (centres undefined)	-0.8	-2	-0.3
O=C1CN(C(=O)COC(=O)c2ccco2)c2ccccc2N1	1.2	-4	0.7
O=C(COC(=O)c1ccccn1)NNC(=O)c1ccc([N+](=O)[O-])cc1	-0.2	2	0.4
CCCCOc1ccc(C(=O)NCC(=O)NNC(=O)c2ccco2)cc1	0.6	-4	1.2
COc1ccc([C@@H]2CC(=O)c3c(O)cc(O)cc3O2)cc1O	1.3	-3	2.8
COc1ccccc1C(=O)NCC(=O)N1CCN(S(=O)(=O)c2ccc3c(c2)OCCO3)CC1	-0.3	-1	-1.2
O=C(CN1C(=O)NC2(CCCCCC2)C1=O)Nc1ccc([N+](=O)[O-])cc1	1.6	-6	2.3
Cc1ccc(C)c(OCCC(=O)OCC(=O)N(C)c2c(N)n(Cc3ccccc3)c(=O)[nH]c2=O)c1	-0.9	-1	-0.4
CN(C(=O)c1ccc(NC(=O)Cc2cccc(NC(=O)C3CCCN(C(=O)C4CC4)C3)c2)cc1)C1CCCC1 (centres undefined)	0.3	0	0.0
O=C(COC(=O)c1ccccc1SCC(=O)N1CCCC1)Nc1ccc(OC(F)F)cc1	1.7	-5	2.4
CC1CC(C)CN(C(=O)C(Cc2ccccc2)NC(=O)c2ccccc2)C1 (centres undefined)	6.8	0	-2.3
Cc1csc(NC(=O)CN2C(=O)COc3ccc(Cl)cc32)n1	4.5	-4	6.2
COc1ccc(OCC(=O)Nc2cccc(S(=O)(=O)N(C)c3ccccc3)c2)c([N+](=O)[O-])c1	-0.5	-2	0.9
CSCCC(NS(=O)(=O)c1ccccc1F)C(=O)NCC(c1ccco1)N(C)C (centres undefined)	0.8	-5	1.7
COc1cccc(NC(=O)CN(C)CC(=O)NCC(=O)Nc2ccc(F)cc2)c1	0.4	-6	0.5
COc1ccc(N2CCN(C(=O)COC(=O)CNC(=O)c3ccc(C)cc3)CC2)cc1	2.1	-3	-0.1
Cc1ccc2nc(-c3ccccc3)cc(C(=O)N3CCN(S(=O)(=O)c4c(C)noc4C)CC3)c2c1	1.1	-4	0.5
Cc1cc(C)n2nc(C(=O)OCC(=O)Nc3ccc4c(c3)OCCO4)nc2n1	-0.1	0	0.7
Remaining list, next part:
SMILES	V1R ag counter	GalR3 antagonist	OXTR ag
COc1ccc(CCNc2cc(N3CCN(C(=O)c4ccccc4OC)CC3)ccc2[N+](=O)[O-])cc1OC	-0.6	0	-1.1
Cc1ccc(S(=O)(=O)N2CCOCC2)cc1NC(=O)COC(=O)COc1cccc2c1OC(C)(C)C2	3.1	-5	2.6
CN(CC(=O)Nc1ccccc1Cl)C(=O)COC(=O)c1ccc(Cl)nc1	0.2	-2	0.4
CC(=O)N[C@@H](CC(=O)O)C(=O)O	-0.3	-2	-0.8
CSc1ccc(CN(C)CC(=O)Nc2ccccc2C(=O)NC2CC2)cc1	0.1	-5	-1.8
CC(=O)c1ccccc1NC(=O)COC(=O)C1CCCN1S(=O)(=O)c1ccccc1F (centres undefined)	4.7	-4	0.4
COc1ccc(NS(=O)(=O)c2ccc(C(=O)NCC3(N4CCOCC4)CCCCC3)cc2)cc1	18	-3	24*
Cn1c(SCC(=O)NCc2ccc(F)cc2)ncc(C(=O)Nc2ccccc2)c1=O	0.6	0	1.2
CC(NS(=O)(=O)c1cc2c3c(c1)CCC(=O)N3CCC2)c1ccccc1 (centres undefined)	0.2	-2	-0.7
C[C@H](CO)N1C[C@H](C)[C@@H](CN(C)C(=O)NC2CCCCC2)Oc2ccc(NC(=O)Cn3cnnn3)cc2C1=O	1.8	-5	0.4
NS(=O)(=O)c1ccc(CCNC(=O)c2ccc(NS(=O)(=O)c3ccc4[nH]c(=O)[nH]c4c3)cc2)cc1	0.3	0	0.9
Cc1ccc(S(=O)(=O)N2CCN(C(=O)c3cc4c(s3)CCCC4)CC2)c(C)c1	-0.3	1	-1.8
O=C(NCc1cccc(F)c1)c1cccc2c1C(=O)c1ccc(N3CCOCC3)cc1S2(=O)=O	3.5	-5	3.8
CCCc1cc(=O)[nH]c2nnc(SCC(=O)Nc3nccs3)n12	0.9	-2	0.8
Cc1nc2ccc(Br)cc2c(=O)n1Cc1cccs1	1.6	-2	-2.7
COc1ccccc1N(C)S(=O)(=O)c1ccc(C(=O)OCC(=O)Nc2ccc(C(N)=O)cc2)cc1	0.3	-8	-0.5
CCc1c(C2(O)CCCCC2)[nH]c2ccc(C(=O)OC)cc12	0.7	0	0.3
CC(C)Cn1c(N)c(C(=O)COC(=O)c2cccn2C)c(=O)n(C)c1=O	3.4	-3	6.6
CC(C)c1ccc(S(=O)(=O)N2CCN(C(=O)c3ccncc3)CC2)cc1	2.5	-5	2.7
CCOc1ccc(NC(=O)C2CC(=O)N(CCc3ccccc3)C2)cc1OC (centres undefined)	-0.1	3	0.2
CCO[C@@H]1OC(C(=O)NC2CC2)=C[C@H](C2CCCCC2)[C@H]1CCCO	0.4	-4	-1.5
Cn1cccc1C1C=C(c2ccc(C(C)(C)C)cc2)Nc2ncnn21 (centres undefined)	-1.0	-5	-0.1
COC(=O)C1=C[C@@H](C(=O)OC)[C@@H]2C3=C(C(=O)[C@@]2(C)NC(=O)c2ccccc2)[C@H](C)C(C(=O)OC)=C(C(=O)OC)[C@@H]3C1	-0.7	-5	-0.6
O=C(COC(=O)C1CCCC1)Nc1cccc(Cl)c1Cl	-1.4	-5	-2.0
COC(=O)[C@]1(Cc2ccccc2)N[C@H](CN(C)C(=O)c2ccc(F)cc2)[C@@H]2C(=O)N(C)C(=O)[C@@H]21	0.8	-4	1.0
C#CCOCCOCCOCCNc1nc(N2CCN(C(=O)[C@H](CC(N)=O)n3cc([C@@H](N)C(C)C)nn3)CC2)nc(N2CCN(C(=O)[C@H](CC(N)=O)n3cc([C@@H](N)C(C)C)nn3)CC2)n1	1.6	1	1.0
O=C(Nc1ccc(F)cc1)c1ccc2c(c1)S(=O)(=O)N=C1CCCCCN12	1.4	-5	1.2
CCc1cccc(C)c1NC(=O)CSc1nnc(Cc2csc(C)n2)o1	-1.1	-3	-0.2
CC(C)(C)c1ccc(C(=O)Nc2cccc(S(=O)(=O)NC3=NCCC3)c2)cc1	2.0	-4	0.8
O=C1N[C@@H](Cc2c[nH]c3ccccc23)COC(=O)[C@@H](Cc2ccc(F)cc2)CC/C=C/C[C@@H]1CC(=O)N(CCO)Cc1ccccc1	1.5	-9	0.9
CCC/C=C1/CCCOC(C(=O)NCc2ccc(C)o2)(C(F)(F)F)C1 (centres undefined)	-2.1	-4	-1.7
C=C1CCN([C@@H](CC(C)C)C(=O)NCc2ccc(Cl)c(Cl)c2)S(=O)(=O)c2ccccc21	1.1	-6	-0.6
CCC1(CC)NC(=O)N(CC(=O)OCc2nc3cc(C(=O)OC)ccc3c(=O)[nH]2)C1=O	0.3	-3	0.2
CC(C)Oc1ccc(N2CC(C(=O)Nc3ccccc3C(=O)NC3CC3)CC2=O)cc1 (centres undefined)	0.5	0	-0.9
